hcGAS lum: inhibitors of human cGAS; Q8N884; recombinant h-cGAS, ATP depletion, Kinase-Glo luminescence; inhibition, % at 12.5 µM; 290,000 tested, 0.081% active;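 also: 0% = vehicle reaction and 100% = reaction without DNA for no activity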
Target sequence (Q8N884 whole entry, looked up): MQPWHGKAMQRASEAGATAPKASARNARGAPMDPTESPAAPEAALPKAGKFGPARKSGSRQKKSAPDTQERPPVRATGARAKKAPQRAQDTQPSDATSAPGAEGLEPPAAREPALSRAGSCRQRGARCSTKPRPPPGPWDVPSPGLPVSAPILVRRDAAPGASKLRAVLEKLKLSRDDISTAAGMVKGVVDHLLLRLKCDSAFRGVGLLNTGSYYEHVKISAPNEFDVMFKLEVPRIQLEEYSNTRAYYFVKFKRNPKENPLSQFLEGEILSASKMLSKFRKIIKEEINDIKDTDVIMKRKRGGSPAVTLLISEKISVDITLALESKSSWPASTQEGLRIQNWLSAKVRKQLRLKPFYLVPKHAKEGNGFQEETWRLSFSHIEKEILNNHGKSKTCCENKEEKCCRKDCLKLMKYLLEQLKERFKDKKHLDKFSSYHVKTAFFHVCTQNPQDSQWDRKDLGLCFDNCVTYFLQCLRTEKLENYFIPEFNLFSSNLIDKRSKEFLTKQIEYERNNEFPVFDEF
mcGAS lum: blocks mouse cGAS activity; 160,000 tested, 0.15% active; inhibition, % at 12.5 µM; Q8C6L5; AID 1259399; recombinant cGAS, Kinase-Glo ATP depletion luminescence;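 also: 0% = negative control wells and 100% = reference inhibitor with no enzyme activity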
NPYLR7 agonist: mosquito NPYLR7 agonism | AID 1259423 | 270,000 tested, 0.15% active | activation, % at 10 µM | HEK293T NPYLR7/Galpha15, GCaMP6s calcium fluorescence; in the data active = activation above about 40%;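 also: 0% = vehicle and 100% = reference agonist at the receptor; some compounds past the cut are filed as inactive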
* hit, by the source's call; . = not tested or not shown; & = joins results of further samples. Rule as the data show it, unless noted: active = inhibition above about 40%; inactive = the rest.

SMILES | hcGAS lum | mcGAS lum | NPYLR7 agonist
CCCN(Cc1c(CC)nn(-c2ccc(F)cc2)c1N1CCN(C(C)C)CC1)C(=O)Nc1ccc(C(F)(F)F)cc1 | -7.2 | -10.1 | 5.1
O=c1[nH]c2cc(-c3nc(C4CCOC4)no3)ccc2n1C1CCCC1 (configuration not stated) | -3.7&-2.7 | . | 3.3&2.7
O=C1NC(=NN2CCOCC2)N=NC1Cc1ccc(F)cc1 (configuration not stated) | 4.2 | 0.0 | -0.9
CC1CN(c2ncnc(N)c2[N+](=O)[O-])CC(C)O1 (configuration not stated) | -2.5 | -4.0 | 1.3
Fc1cccc(Nc2cc3c(cn2)ncn3CC2CC2)c1 | 0.6 | -3.2 | -2.0
CCn1c(C2CCN(Cc3ccc(C#CC(C)(C)O)cc3)CC2)n[nH]c1=O | -2.9 | -15.8 | 6.6
Cc1nnc(SC(C)C(=O)Nc2ccc(F)cc2)n1C1CCCCC1 (configuration not stated) | -4.6 | . | 12.3
CCOc1ccc(NC(=O)CCc2csc(NC(=O)c3ccc[nH]c3=O)n2)cc1 | -9.7 | -12.7 | -7.8
COc1cccc(C(CN2CCN(C(=O)Nc3ccc(OC(F)F)cc3)CC2)OCc2ccc(C#N)cc2)c1 (configuration not stated) | -4.2 | -5.2 | .
CCc1nn(-c2ccccc2)c(Oc2cccc(OC)c2)c1CN(CC(O)Cc1ccccc1)C1CC1 (configuration not stated) | -3.8 | -5.3 | 6.3
Cc1ccc(F)c(OCC2CN(CC(C)O)CCO2)c1 (configuration not stated) | 1.2 | . | 12.3
CC(=O)N1CCN(C(=O)c2cc(-c3ccccc3F)nc3cc(-c4ccc(Cl)cc4)nn23)CC1 | -5.4&-5.3 | -5.7&-5.6 | 2.2&-11.1
Cc1cc2cc(C(=O)NCCCCc3ccccn3)ccc2o1 | -5.3 | . | 2.3
Cc1ccc(S(=O)(=O)NCC(c2cccc3ccccc23)N2CCOCC2)cc1C (configuration not stated) | 2.2 | . | -4.1
CN(CC(=O)Nc1c(Cl)cccc1Cl)C(=O)CCC(=O)c1ccc(F)cc1 | -7.6 | . | -5.0
COc1ccc(C(C)=O)cc1Cn1c(C)c(C(=O)NCC2CC2)sc1=O | -0.7 | . | -6.3
COc1ccc(Cc2c(O)nc(SCC(=O)N3CCOCC3)[nH]c2=O)cc1 | -3.8 | -7.5 | -11.8
CN(Cc1ccccc1)C(=O)Nc1cccc(OC(F)F)c1 | -5.1 | . | 0.2
COc1ccc2oc(=O)c(-c3nc(-c4ccccc4)c4cc(Br)ccc4n3)cc2c1 | -0.2 | 0.8 | 4.2
Cc1noc(-c2ccc(C(C)(C)C)cc2)c1C(=O)NCc1ccccn1 | -2.0 | 2.3 | -12.6
Cc1cc(=O)n2nc(N3CCCC3C(=O)N3CCN(C)CC3)sc2n1 (configuration not stated) | 0.1 | 0.2 | -4.7
CN(Cc1nc2ccccc2o1)c1nc2nonc2nc1N1CCSCC1 | -4.2&-8.3 | -7.9 | -3.6
CC(=O)Nc1ccc(CNCCSCc2ccccc2F)cc1 | -8.5 | . | -0.9
COc1ccc(-n2nc3c(c2NC(=O)/C=C\c2ccc(OC)c(OC)c2)CS(=O)(=O)C3)cc1 | -7.6 | . | -2.5
Cc1cnc(SCCN2CCOCC2)nc1C1CCCN(C(=O)c2cc(=O)c3ccccc3o2)C1 (configuration not stated) | -4.0 | -23.9 | 5.1
O=C(CCCn1cnnn1)N1CCc2onc(-c3cccc(F)c3)c2C1 | -4.6 | . | 15.8
COC(=O)CSc1nnc(-c2ccccc2)c2sc(C)nc12 | -7.2 | -6.8 | 0.7
c1cc2c(cc1CN1CCN(c3nc4nonc4nc3N3CCSCC3)CC1)OCO2 | -5.0&-1.9 | -12.7&-5.6 | 6.4&10.3
COc1ccc(OC(=O)C=Cc2ccc([N+](=O)[O-])cc2)cc1 | -3.6 | 0.4 | -1.3
Cc1c(Br)c([N+](=O)[O-])nn1CC(=O)NCC1CCCO1 (configuration not stated) | 1.9 | -7.5 | -7.9
O=C(CCN(Cc1ccco1)c1nc(-c2ccco2)nc2ccccc12)NCCN1CCOCC1 | -1.7 | -3.0 | 8.8
O=C1NC(c2cc3cc(F)ccc3o2)Nc2ncccc21 (configuration not stated) | -6.4 | . | -0.3
O=C(O)CC1(CC(=O)Nc2cc(C(F)(F)F)cc(C(F)(F)F)c2)CCCCC1 | -6.1 | -6.1 | -2.1
CN(CC1COc2ccccc2O1)C(=O)CCn1cnc2sccc2c1=O (configuration not stated) | -7.7 | . | 2.7
O=C(NC(C(=O)NCCN1CCOCC1)C12CC3CC(CC(C3)C1)C2)C1CCCCC1 (configuration not stated) | -3.2 | . | 4.3
CC1(C)OC(=O)C=C[C@@]2(C)C1C[C@@H](O)[C@]1(C)C2CC[C@@]2(C)C(c3ccoc3)OC(=O)[C@H]3O[C@]321 (some centres not stated) | 5.4 | -1.4 | 7.0
Clc1ccc(CCCc2nc3ccc(Cl)cc3[nH]2)c(Cl)c1 | -3.0 | . | 1.9
CC(NC(=O)c1cncn1-c1cccc(-c2ccccc2C(F)(F)F)c1)c1ccc(Br)cc1 (configuration not stated) | -1.5 | -7.1 | 16.0
CCCCC(=O)N1CCc2ccccc2C1c1ccc(F)cc1 (configuration not stated) | -11.1 | -4.6 | 10.7
C=CCNC(=O)N[C@H]1C[C@@H](C(=O)N[C@H](Cc2c[nH]c3ccccc23)C(N)=O)N(C(=O)c2cccn2C)C1 | -2.6 | -3.5 | -11.8
Cc1nn(-c2ccccc2)c(C)c1[P+](N)(N1CCOCC1)N1CCOCC1 | 1.3&-2.8 | . | 10.0
COc1ccccc1-c1cc(C(=O)N2CCN(c3ccccc3F)CC2)nc2cc(-c3ccc(Cl)cc3)nn12 | -6.6 | -8.5 | 11.2
O=C(CCCc1cccs1)OCCc1cn[nH]c1C(F)(F)F | -5.3 | . | 0.6
CC(C)(CO)CNC(=O)C1CC(=O)N(C2CC2)C1 (configuration not stated) | -0.9 | -11.5 | -4.3
COc1cc(-c2ccnc(N3CCN(C(=O)c4cccc(Cl)c4)CC3)n2)cc(OC)c1OC | -1.8 | -4.4 | -7.1
Cc1ccc2cc(CCNC(=O)CC3CCCCC3)c(=O)[nH]c2c1C | 3.7 | . | 5.6
O=c1cc(-c2ccc3ccccc3c2)[nH][nH]1 | -2.0 | . | 1.0
Cc1ccn(C(=O)c2ccc(Br)cc2)n1 | -10.3 | . | -3.3
Cc1ncc(CO)c(CN2CCN(CCCOC(c3ccc(Cl)cc3)c3ccc(Cl)cc3)CC2)c1O | -6.6 | -7.0 | 3.0
COc1cccc(CN(C)C(=O)c2ccc3nc(C4CCCCC4)oc3c2)c1 | -1.4 | . | 2.4

New compounds follow
SMILES | hcGAS lum | mcGAS lum | NPYLR7 agonist
O=C(NCC1CC1)c1csc([C@@H]2O[C@H](CO)[C@H](O)[C@H](O)[C@H]2O)n1 | -5.0 | -5.4 | 3.9
CCOCCn1c(CN(C)Cc2ccccc2)nc2c1c(=O)n(C)c(=O)n2C | -4.4 | -8.3 | 4.6
Cn1c(N)c(C(=O)CSc2nnc(Cc3cccs3)n2C2CC2)c(=O)n(C)c1=O | -8.1 | -6.5 | -2.9
CCOC(=O)N1CCN(C(=O)c2csc(CSc3nnc(-c4cccs4)n3-c3cccc(C)c3)n2)CC1 | -0.8 | 0.3 | -9.7
CCn1c(O)c(C=NC2CCCCCC2)c(=O)n(CC)c1=S | -3.8 | . | -3.8
Cn1ccnc1CN(C(=O)Cc1noc2ccccc12)C1CC1 | -4.7 | . | 8.6
C=CCNC(=S)NNC(=O)CCc1ccc(C)o1 | -2.8 | . | 9.4
CCCCN(CC(=O)N1CCc2sccc2C1c1ccc(Cl)cc1)C(=O)CSc1ccccc1 (configuration not stated) | -3.8 | -5.4 | -2.4
CCN(Cc1ccncc1)C(=O)CCC(=O)Nc1ccc(F)c(Cl)c1 | -2.3 | -15.9 | -2.0
Cc1cc(OCc2cccc(C#N)c2)ccc1NC(=O)N1CCCC1 | -7.2 | . | 2.8
Fc1ccc(CN2CCN(c3cc(Oc4ccc(F)cc4F)ncn3)CC2)cc1 | -2.0 | -4.1 | 5.5
CC(C)Nc1ncccc1C(=O)NCCCc1ccccc1 | -0.7 | -0.6 | -8.7
Cc1ccc(-n2nnc3c(SCC(=O)N4CCCC4)ncnc32)cc1 | -5.2 | -5.0 | 8.8
CCOC(=O)C1=C(C)NN2C(=O)c3ccccc3NC2S1 (configuration not stated) | 1.2 | . | -0.6
Nc1c(C(=O)Nc2ccccc2)nnn1Cc1ccccc1 | -2.3 | -6.8 | -0.7
Cc1nn(Cc2nc(-c3cccs3)no2)c(C)c1[N+](=O)[O-] | -3.1 | -6.6 | 10.4
COc1cccc(CN2CCC2(C)C(=O)NCc2cccc3ccccc23)c1F (configuration not stated) | -12.9 | . | 3.3
O=C(O)C1(O)C[C@H](O)C(O)[C@@H](O)C1 (some centres not stated) | -7.7 | . | 9.6
CCC/C=C/c1ccc(Cn2ccnc2)cn1 | 1.2 | 2.4 | 4.5
CCOC(=O)c1c(C)c[nH]c1C | -6.9 | -8.3 | 2.0
C=C(C)Cn1c2ccc(NC(=O)CCc3cccnc3)cc2c(=O)n1C | -5.5 | -5.0 | 22.7
O=C(NC1CS(=O)(=O)CC1N1CCCC1)c1cc(Br)cnc1Cl (configuration not stated) | 3.1 | 0.9 | 3.3
O=C(CN(CCCN1CCOCC1)C(=O)c1cccc(C(F)(F)F)c1)N(Cc1ccc(F)cc1)Cc1ccco1 | -2.1 | -4.0 | 10.5
CCc1ccc(CN2CCC(CO)(CCOc3ccccc3)CC2)o1 | -1.9&-5.5 | -3.5 | 5.5&-8.2
C=C1C(=O)[C@]23[C@H](O)[C@H]1CC[C@H]2[C@@]12CO[C@@]3(O)[C@H](O)[C@@H]1C(C)(C)CC[C@@H]2O | -6.2 | . | 3.3
C1CCCN(CC2CCNCC2)CC1 | -8.0 | . | 25.0
COc1cc(Cl)c(C)cc1NC(=O)CCc1sc(C)nc1-c1cccs1 | -3.1 | -8.9 | .
CC1(C)CC(CCC(=O)Nc2nncs2)C(=O)O1 (configuration not stated) | -4.9 | . | 5.3
O=C(Nn1ccc2c(cnc3nc(C(F)(F)F)nn32)c1=O)c1ccncc1 | -3.5 | . | 3.4
CCCCNC(=S)NN=Cc1sccc1C | -6.1 | . | 2.3

Complete entries, looked up by structure:
O=C(CCN(Cc1ccco1)c1nc(-c2ccco2)nc2ccccc12)NCCN1CCOCC1 as listed: hcGAS lum = -1.7; mcGAS lum = -3.0; NPYLR7 agonist = 8.8
O=c1cc(-c2ccc3ccccc3c2)[nH][nH]1 as listed: hcGAS lum = -2.0; mcGAS lum = .; NPYLR7 agonist = 1.0

Carrying on:
SMILES | hcGAS lum | mcGAS lum | NPYLR7 agonist
CCC1(NC)C(=O)c2ccccc2C1=O | -2.0 | . | 5.8
O=C(NCc1nnc(-c2ccccc2)o1)c1cnn2c1CCCC2 | 2.3 | . | -4.1
O=C(c1cccc2nccnc12)N1CCC2(CC1)C(=O)Nc1ccccc12 | -2.9 | -15.9 | 7.1
CC(=O)Nc1nc(C(=O)N(C)C(C)Cc2ccsc2)cs1 (configuration not stated) | -5.8 | . | 4.2
COc1ccccc1CCNC(=O)CN1CN(c2ccccc2)C2(CCN(S(=O)(=O)c3ccc(NC(C)=O)cc3)CC2)C1=O | -3.6 | -4.3 | 33.9
COCCNC(=O)Cn1nc([N+](=O)[O-])c(Cl)c1C | -4.0 | -3.9 | 3.5
CNc1cc(-c2ccccc2F)ncn1 | -7.2 | . | 5.7
COc1cccc(C2c3c(oc4ccc(F)cc4c3=O)C(=O)N2c2cc(C)on2)c1 (configuration not stated) | -6.2 | . | 5.5

Of the compounds above, eleven have a Cl atom:
SMILES | hcGAS lum | mcGAS lum | NPYLR7 agonist
CC(=O)N1CCN(C(=O)c2cc(-c3ccccc3F)nc3cc(-c4ccc(Cl)cc4)nn23)CC1 | -5.4&-5.3 | -5.7&-5.6 | 2.2&-11.1
CN(CC(=O)Nc1c(Cl)cccc1Cl)C(=O)CCC(=O)c1ccc(F)cc1 | -7.6 | . | -5.0
Clc1ccc(CCCc2nc3ccc(Cl)cc3[nH]2)c(Cl)c1 | -3.0 | . | 1.9
COc1ccccc1-c1cc(C(=O)N2CCN(c3ccccc3F)CC2)nc2cc(-c3ccc(Cl)cc3)nn12 | -6.6 | -8.5 | 11.2
COc1cc(-c2ccnc(N3CCN(C(=O)c4cccc(Cl)c4)CC3)n2)cc(OC)c1OC | -1.8 | -4.4 | -7.1
Cc1ncc(CO)c(CN2CCN(CCCOC(c3ccc(Cl)cc3)c3ccc(Cl)cc3)CC2)c1O | -6.6 | -7.0 | 3.0
CCCCN(CC(=O)N1CCc2sccc2C1c1ccc(Cl)cc1)C(=O)CSc1ccccc1 (configuration not stated) | -3.8 | -5.4 | -2.4
CCN(Cc1ccncc1)C(=O)CCC(=O)Nc1ccc(F)c(Cl)c1 | -2.3 | -15.9 | -2.0
O=C(NC1CS(=O)(=O)CC1N1CCCC1)c1cc(Br)cnc1Cl (configuration not stated) | 3.1 | 0.9 | 3.3
COc1cc(Cl)c(C)cc1NC(=O)CCc1sc(C)nc1-c1cccs1 | -3.1 | -8.9 | .
COCCNC(=O)Cn1nc([N+](=O)[O-])c(Cl)c1C | -4.0 | -3.9 | 3.5

From PubChem BioAssay
